# T cell HTS: T cell immune modulators affecting CD8 T cell-vesicle binding. 2C CD8+ T cell-vesicle binding, flow cytometry; active compounds read low. calls only at 7 µM. actives 0.068% (n = 330,000). AID 2052;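 active = response, share of CD8 T cells binding vesicles, and their 90th percentile fluorescence all below set limits, cut at about 80% in these data, passing the limit was not always enough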
#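 Assay system – 2C mouse CD8+ T cells · Also added – QL9-loaded Drosophila micro-vesicles · Timing – Cell–vesicle co-incubation 1.5 h at 37 °C, staining 20 min on ice · Signal – flow cytometry of vesicle-bound cells · Measure – percent CD8+ FL2 mean versus row control · Controls – Peptide-free naked vesicles (low) and QL9 vesicles with 0.7% DMSO vehicle (high)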
# Myeloid diff MLP: myeloid differentiation induction | ER-HoxA9 myeloid progenitors, lysozyme-GFP differentiation, flow cytometry | calls only at 10 µM | actives 1% (n = 360,000);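 active = normalized GFP-positive differentiation at or above the plate's own cutoff, the solvent-only control mean plus 3 SD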;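 also: cells exposed to compound for four days before flow analysis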
# Insulin prom up: MIN6 insulin promoter up-regulation | MIN6 insulin promoter-GFP reporter, high-content imaging; active compounds read high | z-score at 5 µM | AID 1625 | actives 0.3% (n = 190,000);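 active = z-score above 3 at 5 µM with at least 500 cells counted in the well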
# Lipid droplet: modulators of hepatic lipid droplet formation. AML12 mouse hepatocytes, oleate lipid droplets, BODIPY imaging. inhibition, % at 6.5 µM. actives 0.4% (n = 240,000). AID 1656;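 active = lipid droplet intensity inhibited by at least 50%, with more than 500 cells counted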
#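 Test system: AML12 mouse liver cells; schedule: overnight exposure; technique: high-content imaging of BODIPY-stained droplets and DAPI nuclei; read-out: % inhibition of corrected integrated BODIPY droplet signal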
# PMI inhibitors: MPI enzyme activity inhibition – biochemical, fluorescence intensity, coupled assay, primary screen (AID 1209); inhibition, % at 20 µM; hits with a dose series show IC50 in µM; actives 0.42% (n = 190,000); purified PMI enzyme, coupled fluorescence intensity; higher % means a stronger effect; in the data active = inhibition above about 50%;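 also: plate controls were DMSO vehicle for no effect and wells lacking substrate for full effect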
# MT stabilizer: microtubule stabilizers in HeLa cells | AID 2205 | HeLa tubulin immunostaining HCS, 24 h; share of cells brighter than vehicle mean+2SD | actives 0.83% (n = 200,000) | % tubulin-high responders, % at 10 µM;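 active = plate Z-score above 3 for both tubulin-high and condensed-nucleus cell shares, with cell loss under 80%, at 10 µM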;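 also: anti alpha tubulin signal scored within the nucleus-defined area of each cell; some results filed as inactive read as strong as hits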
# Dynein cargo inh: dynein cargo transport inhibition | AID 1381 | actives 0.47% (n = 220,000) | z-score, hits read low | 3617.4 mouse cells, GR-EGFP nuclear translocation imaging; test concentration mostly 20 µM; stimulated with dexamethasone, 1 µM; active compounds read low;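 active = plate z-score of nuclear minus cytoplasmic receptor signal below a set negative limit, without overly bright fluorescence or cell loss, cut at about -3.5 in these data, passing the limit was not always enough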;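 also: z-score of nuclear minus cytoplasmic ring GR-EGFP intensity difference per well; some compounds called inactive have numbers as strong as hits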
#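 Also added – dexamethasone, 1.0 µM final · Buffer or medium – tet-free, stripped-serum medium · Schedule – induction 48 h, compound 1 h, agonist 30 min · Detection – formaldehyde fixation, Hoechst nuclear stain, 10x automated fluorescence imaging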
# b-catenin transl: alters nuclear translocation of beta-catenin in HeLa cells | nuclear translocation activity, % at 5 µM | actives 0.3% (n = 190,000) | immunofluorescence imaging;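 active = nuclear translocation activity above 50% at 5 µM, with a well cell count of 50 or more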;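 also: per-cell ratio of nuclear to cytoplasmic median beta-catenin stain intensity; plate controls were DMSO negative control for no effect and GSK-3 inhibitor IX positive control for full effect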
#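 Test system: HeLa cells, endogenous beta-catenin; Compound: single 5 µM dose plus 0.02–20 µM confirmation series; Times: compound exposure 24 h at 37°C; Signal: fluorescence imaging of beta-catenin antibody stain plus DAPI; Read-out: % activation, nuclear-to-cytoplasmic median beta-catenin signal ratio per cell.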
# TNAP activators: stimulation of alkaline phosphatase TNAP activity – biochemical, luminescent, no phosphate acceptor, uHTS, primary screen (AID 1001) | purified TNAP, luminescent activation assay, no phosphate acceptor; higher activation fold means a stronger effect | activation fold at 20 µM, or EC50 in µM where a hit was titrated | actives 0.03% (n = 200,000); in the data active = activation fold from about 3, or a potency from the dose series; inactive = the rest, 99 in 100 with activation fold below about 1.6; also: many of its hits are not listed in these tables
# Dynein cargo inh cytoplasmic EGFP: also measured in Dynein cargo inh; calls as there; z-score; measured here: cytoplasmic GR-EGFP intensity; active compounds read high
# Dynein cargo inh nuclear GR-EGFP: second read-out of Dynein cargo inh, no call of its own (marks repeat the call); z-score; measured here: nuclear GR-EGFP intensity;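 lower value marks the stronger effect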
# Dynein cargo inh cell count: also measured in Dynein cargo inh; calls as there; z-score; measured here: cell count per field
# Insulin prom up cell count: second read-out of Insulin prom up, no call of its own (marks repeat the call); cell count; measured here: cytotoxicity, nuclei count;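 total cells summed across four imaged fields per well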
# Lipid droplet cells 6.5 µM: also measured in Lipid droplet; calls as there; cell count; measured here: cell count, cytotoxicity flag;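 cells counted across two imaged fields per well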
# b-catenin transl cell count 5 µM: recorded beside b-catenin transl, whose call it bears; cell count; measured here: cell count, cytotoxicity flag
# T cell HTS vesicle-bound %: recorded beside T cell HTS, whose call it bears; double positive events, %; measured here: CD8+ vesicle-bound cell fraction;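 binding gate set so that unloaded-vesicle control wells show 10% double positive cells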
# MT stabilizer Hoechst-high %: recorded beside MT stabilizer, whose call it bears; % Hoechst-high responders; measured here: nuclear condensation Hoechst responders;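 share of cells brighter than vehicle mean plus two SD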
# MT stabilizer cytotoxicity %: further read-out of MT stabilizer, marked with its call; toxicity, %; measured here: cytotoxicity by cell density;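 0% = mean cell density of plate MIN control wells and 100% = no cells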
# Myeloid diff MLP GFP+ MAC1+ %: second read-out of Myeloid diff MLP, no call of its own (marks repeat the call); GFP+ MAC1+ double positive, %; measured here: differentiation confirmed by MAC1 staining
# * marks the source's active call; other numbers are inactive results; i = inactive; x = not tested or not shown; + = active, no number. Random draw from the library; about 3% have a hit in one of these screens.
SMILES,T cell HTS,T cell HTS vesicle-bound %,Myeloid diff MLP,Myeloid diff MLP GFP+ MAC1+ %,Insulin prom up,Insulin prom up cell count,Lipid droplet,Lipid droplet cells 6.5 µM,PMI inhibitors,MT stabilizer,MT stabilizer Hoechst-high %,MT stabilizer cytotoxicity %,Dynein cargo inh,Dynein cargo inh cytoplasmic EGFP,Dynein cargo inh nuclear GR-EGFP,Dynein cargo inh cell count,b-catenin transl,b-catenin transl cell count 5 µM,TNAP activators
COc1ccc(C(=O)O/N=C(\N)c2ccncc2)cc1OC,i,51,i,0.4,0.45,1548,5,654,7%,2.4,3.2,2.0,0.6,-0.34,0.049,0.23,-5.5,1121,1
COc1ccc(CCN(C)c2ccc(S(=O)(=O)N3CCCC3)cc2[N+](=O)[O-])cc1OC,i,46,i,0.2,-1.1,1488,-3,741,16%,2.4,3.2,6.2,0.28,-0.25,-0.034,-0.064,-3.5,1077,0.8
CCn1c(=O)cc(SCC(=O)N2CCOCC2)c2ccccc21,i,54,i,6.4,0.61,1548,11,622,-3%,4.1,3.1,31,3.4,-0.11,2.3,-2.5,-0.7,994,1.1
COc1cccc(CNC(=O)CCC2CCCN(C(=O)CCC(F)(F)F)C2)c1 (stereo not drawn),i,28,i,0.5,0.53,1409,0,703,19%,2.2,2.2,10,-0.15,-0.23,0.059,0.39,1.8,972,1.1
CCC(C)Sc1nnc(-c2c[nH]c3ccccc23)n1CCOC (stereo not drawn),i,56,i,13,0.08,1495,x,x,6%,3.3,1.9,1.2,-0.19,-0.011,0.2,0.43,2.6,1370,1.1
O=C(NCCCN1CCOCC1)c1cccc(S(=O)(=O)Nc2cc(Cl)ccc2Cl)c1,i,44,i,0.1,-0.98,1257,-4,636,-8%,2.9,1.3,9.2,-1.2,-0.35,-0.21,1.5,0.0,1086,1.1
O=C(NC1(N2CCOCC2)CC1)c1ccc(Cl)cc1,i,14,i,0.3,0.65,1401,2,690,x,x,x,x,0.48,-0.24,0.23,0.084,-0.4,1269,x
COC(=O)N/N=C/c1ccccc1Cl,i,26,i,0.1,-0.15,1305,x,x,-6%,3.2,1.5,5.7,0.64,0.57,0.69,0.6,-2.2,1080,1.1
COc1cc2c(cc1OC)CN(S(C)(=O)=O)CC2,i,36,i,1.5,0.54,1150,x,x,0%,5.4,1.8,11,1.6,-0.17,1,-0.18,x,x,1
CCN1CCN(C(=O)c2ccccc2N(C)S(=O)(=O)c2ccc(C)cc2)CC1,i,34,i,0.7,x,x,9,752,9%,2.8,1.5,4.0,0.29,-0.23,0.34,1.2,x,x,1.1
S=C(Nc1cccc(Cl)c1Cl)Nn1cnnc1,i,14,i,0.1,0.01,1641,-7,667,33%,3.7,3.5,11,0.27,-0.22,0.042,-0.34,2.6,1040,1.3
O=C1OC(Cc2ccccn2)C(O)=C1C1=NCCCCN1 (stereo not drawn),i,9,i,0.4,0.42,1284,8,657,-7%,2.3,2.5,13,-0.35,-0.25,-0.27,0.88,-4.1,552,1
CC1CCN(C(=O)c2ccc(S(=O)(=O)N(C)C)cc2)C(C)C1 (stereo not drawn),i,3,i,6.6,x,x,11,751,1%,1.7,1.6,1.8,-1.1,0.39,-0.47,0.18,x,x,1.1
Cc1cc(C)n(CC(=O)N/N=C/c2cccc([N+](=O)[O-])c2)n1,i,43,i,0.5,0.13,1324,13,605,-12%,1.5,2.9,8.6,-0.14,-0.038,0.068,0.68,-1.5,550,1.1
O=C(Nc1ccc(F)cc1)c1ccc(-n2ccnc2)nc1,i,24,i,2.7,-0.04,1530,x,x,-1%,1.2,0.9,2.0,-0.62,0.45,-0.31,0.41,0.5,1338,1.1
O=C(CC1NCCNC1=O)Nc1ccc2c(c1)OCO2 (stereo not drawn),i,39,i,1.0,x,x,4,842,10%,4.5,2.2,5.2,-0.98,0.52,-0.55,1.3,x,x,1
FC(F)(F)c1ccccc1NC(=S)N1CCN(Cc2ccc3c(c2)OCO3)CC1,i,49,i,0.2,0.52,1499,-12,638,14%,3.3,1.9,13,2.2,-0.23,1.1,-0.92,-5.4,1011,1
Cc1ccc(S(=O)(=O)NC2CCCCC2)c2nsnc12,i,52,i,0.8,0.04,1158,-12,753,9%,2.5,3.3,11,-0.49,-0.24,0.59,0.45,0.0,470,1.1
CCOc1ccc(C(=O)N/N=C/c2cccc3cccnc23)cc1,i,50,i,0.6,-0.21,1563,x,x,-13%,2.6,2.0,6.9,-0.42,-0.2,-0.61,-0.051,-1.7,1343,0.8
CC1CCN(S(=O)C23CC4CC(CC(C4)C2)C3)CC1 (stereo not drawn),i,45,i,1.0,-0.37,1133,-4,701,x,1.4,1.5,4.7,0.86,-0.16,0.63,-1.2,0.1,1564,1.1

# Two entries from above, tab-delimited.
SMILES	T cell HTS	T cell HTS vesicle-bound %	Myeloid diff MLP	Myeloid diff MLP GFP+ MAC1+ %	Insulin prom up	Insulin prom up cell count	Lipid droplet	Lipid droplet cells 6.5 µM	PMI inhibitors	MT stabilizer	MT stabilizer Hoechst-high %	MT stabilizer cytotoxicity %	Dynein cargo inh	Dynein cargo inh cytoplasmic EGFP	Dynein cargo inh nuclear GR-EGFP	Dynein cargo inh cell count	b-catenin transl	b-catenin transl cell count 5 µM	TNAP activators
COc1cccc(CNC(=O)CCC2CCCN(C(=O)CCC(F)(F)F)C2)c1 (stereo not drawn)	i	28	i	0.5	0.53	1409	0	703	19%	2.2	2.2	10	-0.15	-0.23	0.059	0.39	1.8	972	1.1
CCC(C)Sc1nnc(-c2c[nH]c3ccccc23)n1CCOC (stereo not drawn)	i	56	i	13	0.08	1495	x	x	6%	3.3	1.9	1.2	-0.19	-0.011	0.2	0.43	2.6	1370	1.1

# (next part)
SMILES,T cell HTS,T cell HTS vesicle-bound %,Myeloid diff MLP,Myeloid diff MLP GFP+ MAC1+ %,Insulin prom up,Insulin prom up cell count,Lipid droplet,Lipid droplet cells 6.5 µM,PMI inhibitors,MT stabilizer,MT stabilizer Hoechst-high %,MT stabilizer cytotoxicity %,Dynein cargo inh,Dynein cargo inh cytoplasmic EGFP,Dynein cargo inh nuclear GR-EGFP,Dynein cargo inh cell count,b-catenin transl,b-catenin transl cell count 5 µM,TNAP activators
CC1CCC(C(C)C)C(OC(=O)CSc2nccc(=O)[nH]2)C1 (stereo not drawn),i,20,i,5.6,1.1,812,x,x,-2%,1.9,1.3,8.1,-0.83,-0.29,-0.29,1.3,x,x,1.1
Cc1sc2nc(C(C)C)nc(SCC(=O)N3CCN(C(=O)c4ccco4)CC3)c2c1C,i,51,i,1.7,x,x,x,x,10%,3.5,1.8,9.0,0.08,-0.25,-0.18,0.031,-0.1,1146,1.1
N#C/C(=C(/O)CN1CCN(c2ccccc2F)CC1)c1nc(-c2ccc(Cl)cc2)cs1,i,19,i,2.3,x,x,x,x,-19%,5.8,1.8,8.4,0.99,-0.22,0.3,-1,x,x,1.1
CC(C)N1CC(O)=C(c2nc3ccccc3[nH]2)C1=N,i,11,i,7.6,x,x,x,x,-1%,7.2,3.4,9.7,0.72,-0.25,1,-0.61,x,x,1.4
CC(C)=Cc1oc2ccc([N+](=O)[O-])cc2c1N1CCOCC1,i,30,i,0.3,0.63,1572,-5,706,x,1.1,2.4,12,-0.11,-0.23,-0.13,0.34,-0.9,1550,1
COc1cc(NC(=O)Cn2c(=O)n(CC3CCCO3)c(=O)c3ccccc32)cc(OC)c1 (stereo not drawn),i,53,i,0.3,0,1002,-1,670,9%,2.1,1.5,5.3,-0.3,0.016,-0.34,-0.36,0.3,987,1
CC(=O)/C(=N/Nc1ccccc1)Sc1nnc(C(O)c2ccccc2)n1-c1ccccc1 (stereo not drawn),i,61,i,0.8,-0.28,1559,-1,599,-2%,5.7,3.1,12,-0.32,-0.28,-0.12,0.94,-4.6,1095,1
Fc1ccc(-c2csc3ncnc(Nc4ccc(N5CCOCC5)cc4)c23)cc1,i,45,i,10,-0.52,1639,x,x,8%,2.5,2.0,9.0,0.35,-0.15,0.16,-0.7,1.1,1305,1.1
Cc1cccc(-n2nc([N+](=O)[O-])c(N3CCN(C(=O)c4ccco4)CC3)[n+]2[O-])c1,i,44,i,0.4,-0.19,1449,30,670,2%,3.8,0.7,2.2,0.52,-0.32,0.16,-0.3,-0.6,989,1
c1ccc(CSc2ccc(-c3cccs3)nn2)cc1,i,34,i,0.2,-0.23,1468,-6,583,3%,3.1,3.3,3.0,-0.71,-0.25,-0.12,1.2,-2.5,1128,1.1
CC1CCN(C(=O)c2cc(-c3ccccc3O)on2)CC1,i,16,i,2.7,0.19,1041,x,x,8%,2.8,2.8,3.3,1.3,0.11,0.75,-0.28,0.5,1226,1.2
Cc1ccc(Sc2ccc(/C=C3/C(=O)NN(c4ccccc4)C3=O)o2)cc1,i,36,i,0.3,-0.13,801,8,636,x,x,x,x,-1.7,-0.38,-1.2,0.64,-0.3,1408,x
Cc1cc(=O)n2c3ccccc3n(CC(O)CN3CCCCC3)c2c1C#N (stereo not drawn),i,63,+,17*,0.47,1617,x,x,4%,3.6,2.1,3.9,0.25,-0.2,0.59,-0.21,-1.2,1479,1.1

# Screening results from PubChem BioAssay.
